Abeta yeast res: A-beta toxicity reversal in yeast | yeast expressing A-beta42, growth rescue, OD600, 48 h; response scale: 0% DMSO, 100% iron-clioquinol control | Potency, µM (series often up to 46.1 µM), for the others: at the highest dose growth rescue, hits mostly activators | 410,000 tested, 0.063% active; note: potency is the fitted concentration of half-maximal effect; nearly all actives have a fitted effect of over 55% in size
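Yeast A-beta toxicity model in growth medium with pinned compounds, 48 h at 30 C; growth read as absorbance at 600 nm. Normalized to FeCl3/clioquinol equimolar mix (positive) and DMSO (negative).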
PTHR1 ag: activates the human parathyroid hormone receptor PTHR1; 410,000 tested, 0.075% active; HEK293 GP2 PTHR1 cells, GloSensor cAMP luminescence, 1 h; AID 743266; Potency, µM (series often up to 115 µM), without a hit: top-dose activation, hits mostly activators; Q03431; note: potency is the fitted concentration of half-maximal effect; nearly all actives have a fitted effect of over 55% in size; some results filed as inactive show a strong effect at the top dose; inactives centre near -15; many of its hits are not listed in these tables
Target sequence (Q03431 whole entry, looked up): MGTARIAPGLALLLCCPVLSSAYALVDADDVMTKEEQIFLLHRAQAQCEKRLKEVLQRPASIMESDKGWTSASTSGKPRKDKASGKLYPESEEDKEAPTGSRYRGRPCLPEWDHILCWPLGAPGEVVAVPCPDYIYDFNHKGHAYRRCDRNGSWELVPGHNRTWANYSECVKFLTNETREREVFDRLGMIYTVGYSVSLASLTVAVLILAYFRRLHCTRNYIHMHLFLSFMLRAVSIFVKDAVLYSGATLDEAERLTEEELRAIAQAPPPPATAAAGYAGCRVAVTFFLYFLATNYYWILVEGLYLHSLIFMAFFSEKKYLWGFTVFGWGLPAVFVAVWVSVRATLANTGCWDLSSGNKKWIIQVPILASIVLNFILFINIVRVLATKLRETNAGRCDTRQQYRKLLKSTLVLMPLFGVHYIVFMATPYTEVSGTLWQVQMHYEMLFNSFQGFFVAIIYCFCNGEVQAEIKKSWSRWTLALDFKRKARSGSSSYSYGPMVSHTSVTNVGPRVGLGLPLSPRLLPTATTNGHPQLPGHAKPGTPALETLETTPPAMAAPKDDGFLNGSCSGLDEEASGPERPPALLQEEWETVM
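HEK-293-derived GP2 cells expressing PTHR1 and a GloSensor cAMP reporter, 3,000/well, plated overnight, given luciferin plus IBMX (each 0.5 mM as added) for 1 h at 37 °C, then compound for 1 h at 37 °C. Luminescence was read after 15 min at room temperature.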
TDP-43 yeast inh: rescues yeast growth from TDP-43 toxicity | TDP-43 expressing yeast growth rescue, BacTiter-Glo, 24 h | Potency, µM (top dose mostly 46.1 µM), for inactives: at the top dose growth rescue (activation), hits mostly activators | 410,000 tested, 1.8% active | AID 652104; note: potency is the fitted concentration of half-maximal effect; % of control where 0% means no effect; nearly all actives have a fitted effect of over 50% in size
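Galactose-induced TDP-43 yeast, OD600=0.02, compound pinned; 24 hr, 30 deg C; BacTiter-Glo luminescence for growth. Inhibitors of TDP-43 toxicity read as activators.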
FUS yeast rescue: suppressors of FUS proteinopathy in yeast. Potency, µM (top dose mostly 76.6 µM), for the others: at the top dose growth rescue (activation), most hits filed as activators. 390,000 tested, 0.24% active. S. cerevisiae FUS-expressing, growth rescue, OD600, 24 h;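 note: potency is the fitted concentration of half-maximal effect; plate controls were DMSO vehicle for no effect and reference control for full effect; nearly all actives have a fitted effect of over 55% in size; some results filed as inactive show a strong effect at the top dose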
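Yeast FUS proteinopathy model; galactose-induced FUS (2%), starting OD 0.005. Cpds in dilution series, 24hr, 30C, 99% humidity. Abs 600 nm growth. Pos ctrl CP55940 (top 92uM final); neg ctrl DMSO.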
pAkt inh: blocks phosphorylation of Akt. Neuro2A IGF-stimulated pAkt S473 HTRF, 20 min; hits give low values. activity change, % for hits at 50 µM. 360,000 tested, 0.32% active. AID 651550; in the data active = activity change below about -80%; inconclusive = mostly about -51% to -80%; note: % is set by controls: 0 for no effect and ±100 for the full control effect
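Single-point screen (50 µM final compound) in Neuro2A cells stimulated 20 min with 6 nM IGF at 37 deg C. After lysis, Ser473-phosphorylated Akt read by HTRF (ex 330 nm, em 615/665 nm) as the 665/615 ratio.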
aSyn yeast inh: inhibitors of alpha-synuclein toxicity in yeast | Potency, µM (series often up to 46.1 µM), for the others: top-dose growth rescue (activation), actives largely listed as activators | Yeast expressing alpha-synuclein, growth rescue, BacTiter-Glo, 24 h | 370,000 tested, 0.14% active | AID 652106; note: potency is the fitted concentration of half-maximal effect; % of control where 0% means no effect; nearly all actives have a fitted effect of over 65% in size
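Rescue of yeast growth: cells expressing toxic alpha-synuclein, induced in galactose at OD600 0.02, incubated with compound 24 h at 30 C. ATP luminescence quantified growth; inhibitors of toxicity appear as activators.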
Mm-Cpn inhibitor: blocks the Methanococcus maripaludis chaperonin Mm-Cpn; 330,000 tested, 0.031% active; purified Mm-Cpn ATPase, ADP Transcreener TR-FRET; Potency, µM (top dose mostly 76.9 µM), inactives show at the highest dose activity, negative = inhibition, most hits filed as inhibitors; AID 504842; note: potency is the fitted concentration of half-maximal effect; % is set by controls: 0 for no effect and ±100 for the full control effect; nearly all actives have a fitted effect of over 80% in size
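TR-FRET (320 nm excitation; 590 and 665 nm emission) reports ADP made from 10 uM ATP by 25 nM enzyme; compounds were preincubated 10 min, reaction run 30 min, both at 37°C.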
HEK293 tox: cytotoxic in the GLP-1 receptor inverse agonist counter-screen; 410,000 tested, 0.13% active; Potency, µM (top dose mostly 38.3 µM), inactives show at the top dose activity change, negative = inhibition, usual class: inhibitors; HEK293 cAMP-luciferase reporter cells, luminescence, 24 h;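 note: loss of luciferase light is scored as toxicity; potency is the fitted concentration of half-maximal effect; % is set by controls: 0 for no effect and ±100 for the full control effect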
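A 23 nL compound transfer followed 12 hours of cell culture at 37 deg C; exposure then lasted 24 hr. Luciferase assay detection reagent was dispensed and plates read for luminescence after a 12 min room-temperature wait.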
GLP-1R inv ag: inverse agonists of human GLP-1 receptor; 410,000 tested, 1.6% active; AID 624417; HEK293 GLP-1R CRE-luciferase, luminescence, 24 h; GLP-1R form is constitutively active; P43220; Potency, µM (top dose mostly 38.3 µM), for inactives: top-dose activity change, negative = inhibition, hits mostly inhibitors; note: potency is the fitted concentration of half-maximal effect; % is set by controls: 0 for no effect and ±100 for the full control effect; nearly all actives have a fitted effect of over 55% in size
Target sequence (P43220 whole entry, looked up): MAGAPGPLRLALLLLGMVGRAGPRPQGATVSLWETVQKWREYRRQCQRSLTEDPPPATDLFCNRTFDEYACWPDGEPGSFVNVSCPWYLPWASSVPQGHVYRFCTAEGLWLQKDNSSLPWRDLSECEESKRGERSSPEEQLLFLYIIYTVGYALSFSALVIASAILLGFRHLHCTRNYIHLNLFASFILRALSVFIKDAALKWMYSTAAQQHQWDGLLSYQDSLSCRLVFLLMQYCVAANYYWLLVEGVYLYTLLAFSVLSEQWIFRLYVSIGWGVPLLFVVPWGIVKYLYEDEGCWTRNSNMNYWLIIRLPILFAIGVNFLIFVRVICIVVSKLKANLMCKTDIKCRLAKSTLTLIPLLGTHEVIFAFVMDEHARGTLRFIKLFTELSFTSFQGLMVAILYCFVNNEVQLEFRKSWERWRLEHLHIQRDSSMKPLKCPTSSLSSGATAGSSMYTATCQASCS
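Stable HEK293 clone (constitutively active GLP-1R + cAMP-response luciferase); 200 cells/uL plated, 12 h pre-culture, compound 24 hr, 37 deg C/5% CO2; detection reagent 12 min RT; luminescence.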
* marks the source's active call; other numbers are inactive results; i = inactive; ? = inconclusive; nt = no result given; & = joins results of further samples; [ ] = remark or other dose. Unless noted, calls come from the whole dose curve; as a rule, active = well fitted curve in the direction sought with a large enough effect; inconclusive = small, poorly fitted or top-dose-only effect, or another doubt; inactive = no such curve, though single readings can be large; an effect the other way counts as inactive or inconclusive. Some of the compounds tested, so the mix of outcomes need not match the whole.

SMILES	Abeta yeast res	PTHR1 ag	TDP-43 yeast inh	FUS yeast rescue	pAkt inh	aSyn yeast inh	Mm-Cpn inhibitor	HEK293 tox	GLP-1R inv ag
Cc1[nH]c(=S)[nH]c(=O)c1Cc1ccc(OCC(C)C)cc1	-19%	i	-5%[9.22 µM]	-1%	i	-6%	-16%	-9%	8%
CCN(CC(=O)Nc1c(F)cccc1F)C(=O)CCCN1C(=O)c2ccccc2C1=O	2%	i	3%	11%	i	3%	nt	-3%	-15%
Cc1ccccc1NC(=O)CSc1nn2c(=O)c(C)nnc2s1	14%	-18%	-4%	11%	i	-4%	-7%	-8%[0.307 µM]	-13%[0.307 µM]
Cc1cccc(N2C(=O)/C(=C\c3ccc(C(=O)O)cc3)c3ccccc3C2=O)c1	23%	-31%[inhibitor]	3%	16%	i	7%	0%	-1%	1%
O=C1C=C(c2ccccc2)CC(c2ccc(F)cc2)C1 (stereo not drawn)	-6%	i	?	0%	i	1%	nt	2%	?
COc1ccc(Cl)cc1C(=O)OCC(=O)N(CC(C)C)c1c(N)n(Cc2ccccc2)c(=O)[nH]c1=O	-7%	-11%	2%	nt	i	-5%	-1%	3%	-6%
COc1ccc(-c2nc(C#N)c(N3CCN(c4ccccc4)CC3)o2)cc1	-11%	i	0%	-7%	i	2%	0%	-5%	-6%
COc1ccc(NC(=O)CSc2nc(O)cc(=O)n2-c2ccccc2)cc1	-6%	-1%	7%	nt	i	0%	-4%	5%	88%[activator]
Cc1cccc(S(=O)(=O)c2c(C)cc(C)nc2Cl)c1	-2%	i	0%	3%	i	10%	-4%	13%	5%
C=CCNC(=O)c1ccc2c(c1)S(=O)(=O)c1ccccc1C2=O	-16%	6%	-3%	-10%	i	-4%	nt	6%	82%[activator]
Cc1cc(NC(=O)c2cc(-c3cccc(Cl)c3)on2)n(-c2ccccc2)n1	-10%	i	-6%	3%	nt	nt	nt	?	?
CN1c2ccccc2C(C)(C)C12C=Nc1c(ccc3ccccc13)O2 (stereo not drawn)	-9%	-15%	15%	nt	i	8%	-3%	-9%	0%
COc1cccc(CNC(=O)CSc2n[nH]c(-c3ccccc3Cl)n2)c1OC	-5%	i	-4%	-4%	nt	nt	nt	13%	3%
CN1CC(=O)N2Cc3[nH]c4ccccc4c3C[C@H]2C1=O	-6%	i	-19%	13%	i	1%	2%	-1%	16%
CCCc1cc(=O)oc2c(C)c(O)c(CN3CCCCC3)cc12	-7%	-24%[57.5 µM]	-4%	11%	i	-2%	-3%	385%[activator]	0%
Cc1ccc2[nH]c(=O)c(CN(Cc3cccnc3)Cc3nnnn3CCN3CCOCC3)cc2c1	9%	-1%[57.5 µM]	-14%	6%	i	8%	1%	-20%	39%[activator]
O=C(CCN1C(=O)C2C3CCC(C3)C2C1=O)OCC(=O)c1ccc(Br)cc1 (stereo not drawn)	-22%	i	-12%	8%	i	17%	0%	2%	36%
O=[N+]([O-])c1cccc(-c2cn3nc(-c4ccccc4)c(-c4ccccc4)nc3n2)c1	-5%	-6%	11%	-5%	i	-5%	-18%	99%[activator]	14%
COc1cccc(/C=N/NC(=S)NCCc2ccccc2)c1	15%	-15%	?	24%	i	15%	-1%	?	?
CCC(=O)Nc1cc(-c2nc3ccccc3s2)c(Cl)cc1Cl	-10%	-29%	-5%	-6%	nt	nt	nt	0%	13%
Cc1ccc(SCC(=O)OCC(=O)N(C)C2CCS(=O)(=O)C2)cc1C (stereo not drawn)	-6%	-7%	8%	-5%	i	-6%	-3%	-4%	7%
CCOc1ccc2nc(Cl)c(C3CC(c4ccco4)=NN3S(C)(=O)=O)cc2c1 (stereo not drawn)	5%	-9%	12%	7%	i	0%	-2%	1%	35%[activator]
Cc1occc1C(=O)N1CCCC(N2CCN(c3cccc(C(F)(F)F)c3)CC2)C1 (stereo not drawn)	0%	-13%	19%	0%	i	6%	-1%	-3%	?
COc1ccc(NC(=O)C2Cc3c(-c4cccc(C(C)=O)c4)ccnc3O2)cc1 (stereo not drawn)	14%	12%	22µM*	36%	i	5%	nt	-29%	?
O=C1C2CC=CCC2C(=O)N1c1ccc(NCCc2ccccc2F)c([N+](=O)[O-])c1 (stereo not drawn)	30%	-9%	12%	nt	i	4%	0%	-11%	6%

3 compounds from above, reduced to Abeta yeast res:
SMILES	Abeta yeast res
O=[N+]([O-])c1cccc(-c2cn3nc(-c4ccccc4)c(-c4ccccc4)nc3n2)c1	-5%
CN1c2ccccc2C(C)(C)C12C=Nc1c(ccc3ccccc13)O2 (stereo not drawn)	-9%
Cc1occc1C(=O)N1CCCC(N2CCN(c3cccc(C(F)(F)F)c3)CC2)C1 (stereo not drawn)	0%

Other structures follow:
SMILES	Abeta yeast res	PTHR1 ag	TDP-43 yeast inh	FUS yeast rescue	pAkt inh	aSyn yeast inh	Mm-Cpn inhibitor	HEK293 tox	GLP-1R inv ag
O=C(NCCc1ccccc1F)c1cc(COc2ccc(F)cc2F)on1	-3%	-8%	17%	-19%	i	-1%	nt	-8%	-5%
Cc1ccccc1S(=O)(=O)NC(=O)C1(C)CCN1C(=O)CCc1ccc(Cl)cc1Cl (stereo not drawn)	-11%	-19%	?	17%	i	-11%	nt	-2%	?
CCOC(=O)c1ccc(N2CCN(c3ccc(F)cc3)CC2)c(NC(=O)Nc2cccc(OC)c2)c1	-5%&-5%	i	0%&23%	5%&7%	i	-5%	1%	0%	9%&9%
CCCC1=C(C(=O)OCC)C(c2sccc2C)n2ncnc2N1 (stereo not drawn)	-6%	i	5%	2%	i	0%	-3%	-8%	-24%
Cc1ccsc1CN(C)CC(=O)Nc1ccccc1C(=O)NC1CC1	-6%	i	-15%	5%	i	-1%	0%	14%	-8%
Cc1ccc(C(=O)NNC(=O)CCC(=O)NCc2ccccc2)cc1Br	0%	i	10%	3%	i	-10%	1%	-15%	4%
Oc1ccccc1OCCOc1ccccc1OCCOc1ccccc1O	-23%	-20%	-14%	9%	i	9%	1%	?	?
O=c1[nH]c(SCc2ccccc2)nc2[nH]ncc12	0%	i	-13%	-6%	i	2%	1%	3%	49%[activator]
CC(=O)c1ccc(OCC(=O)Nc2ccc3nc(C)sc3c2)cc1	18%	i	?	-5%	i	0%	-3%	3%[7.66 µM]	0%[7.66 µM]
CCCCc1cc(=O)oc2cc(OC(C)C(=O)NCCN3CCOCC3)c(Cl)cc12 (stereo not drawn)	5%	-70%[inhibitor]	0%	6%	i	3%	-2%	-15%	-5%
O=C(O)CC(C(=O)Nc1ccc(Cl)cc1)N1CCCCCC1 (stereo not drawn)	7%	i	-6%	-5%	i	-8%	0%	1%	10%
CC1(C(=O)NS(=O)(=O)c2ccc(C#N)cc2)CCN1C(=O)c1ccc(C2CCCCC2)cc1 (stereo not drawn)	-26%	i	5%	9%	i	-4%	nt	4%	7%
CC1(C)Cc2nc3sc4c(=O)n(CC(N)=O)cnc4c3cc2CO1	7%	i	-18%	nt	i	0%	1%	13%	-1%
CCOC(=O)c1cccc(NC(=O)C2CCCN(S(=O)(=O)c3cnc[nH]3)C2)c1 (stereo not drawn)	1%	-19%	?	-5%	i	4%	-1%	?	-14%
COc1cccc(CSc2nc(N)cc(N)n2)c1	-9%	-2%	-10%	0%	i	-5%	-2%	-13%	10%
O=C(c1nc2ccccc2[nH]1)c1ccccc1[N+](=O)[O-]	7%	-5%	-13%	-3%	i	1%	1%	3%	12%
NC(=O)CC(NC(=O)Cc1cccc2ccccc12)c1ccc(NCCc2cccc(F)c2)c([N+](=O)[O-])c1 (stereo not drawn)	-15%	i	-3%	3%	i	-4%	-13%	-3%	7%
NC(COCc1ccccc1)c1csc(NC(=O)Nc2cccc(C(F)(F)F)c2)n1 (stereo not drawn)	-17%	i	21%	12%	i	-43%[inhibitor]	nt	-16%	?
Cc1cccc(NC(NC(=O)c2cccnc2)C(Cl)(Cl)Cl)c1 (stereo not drawn)	9%	-17%	0%	4%	i	9%	2%	-15%	-19%
COc1ccc(N(C)C(=O)c2ccc3nc(-c4ccccc4)c(-c4ccccc4)nc3c2)cc1	-19%	i	16%	23%	i	2%	-1%	-8%	6.3µM*
CC1=NN(C(C)C)C(=O)C1	1%	-18%	6%	22%	-118%*	0%	1%	-3%	2%
O=C(O)Cc1csc(Nc2cccc(Cl)c2)n1	?	i	0%	nt	i	-12%	1%	-1%	-21%
C=CCNC(=O)COc1coc(CN2CCN(C(=O)c3ccco3)CC2)cc1=O	6%	i	11%	7%	i	-1%	-3%	4%	17%
N#CCCN(C(=O)COC(=O)c1ccc2c(c1)OCCO2)c1ccccc1	0%	-14%	-13%	12%	i	16%	1%	-5%	14%
Cc1ccc(S(=O)(=O)NN=C2CCCc3ccccc32)cc1	7%	-8%	12%	-15%	i	-2%	nt	2%	-24%
O=C1CSC(=Nc2cccc(Cl)c2Cl)N1Cc1cccnc1	-37%[inhibitor]	i	-4%	-5%	i	2%	0%	?	4%

Source: PubChem BioAssay (National Center for Advancing Translational Sciences (NCATS))
